# A-T KAP1 phos = candidate therapy for ataxia-telangiectasia; […] A-T fibroblasts, KAP-1 phosphorylation AlphaLISA; neocarzinostatin DNA damage 30 min before lysis; Potency, µM (doses to about 57.5 µM), for the others: at the top dose activation, hits mostly activators; 320,000 compounds, 0.19% hits; AID 485349; also: potency is read from the fitted curve at half-maximal effect; % of control where 0% means no effect; nearly all actives have a fitted effect of over 45% in size
#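 hTERT-immortalized A-T patient fibroblasts ([…]), 500 cells/well in OPTI-MEM, 1% FBS, got compounds for 60 min, then NCS for 30 min at 37C. Lysates were then assayed for phospho-KAP-1 by AlphaLISA (anti-pKAP1 donor, anti-KAP1 acceptor beads), 6 hr at 25C.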
# TSHR antag = antagonists of human thyroid stimulating hormone receptor; TSHR-expressing cells, TSH-stimulated cAMP HTRF, 2 h; stronger effect = lower value; 330,000 compounds, 0.2% hits; AID 504810; activity change, negative = inhibition, % at 11.5 µM;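 active = activity change below a set negative limit, meaning inhibition stronger than a set level, cut at about -70% in these data; inconclusive = activity change between two set negative limits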; also: % is scaled to controls: 0 for no effect and ±100 for the full control effect
#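 Freshly harvested TSHR cells receive pin-tooled compound, then EC80 TSH at 4nM final. After 2 hours at 37 deg C, antibody in lysis buffer and cAMP-d2 are added; 30 minutes at ambient temperature precede the HTRF read.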
# MLL CXXC-DNA inh = MLL CXXC-DNA interaction inhibition | 290,000 compounds, 0.037% hits | AID 2662 | Q03164 | MLL-CXXC / FITC-HOXA9 DNA fluorescence polarization | Potency, µM (series often up to 115 µM), inactives show top-dose activity change, negative = inhibition, hits mostly inhibitors; active = well fitted inhibition curve with a large enough effect in the polarisation, with a control signal flat, not every such curve was filed as active; inconclusive = small, poorly fitted or top-dose-only effect, or effect the other way, or a change in a side signal; inactive = no such curve, though single readings can be large or run the other way; the % refers to the polarisation; also: potency is read from the fitted curve at half-maximal effect
#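 Purified MLL-CXXC (added from a 7 uM solution) was preincubated 5 min at ambient with pinned compounds in 50 mM Tris-HCl pH 7.5, 50 mM NaCl, 1 mM DTT, 0.05% BSA. Fluorescein-labeled HOX-A9 DNA (50 nM solution) followed, 30 min, then polarization read.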
# Chronic BCR inh = inhibitors of chronic active B-cell receptor signaling | ABC-DLBCL IkBa-CBG/CBR reporter, luminescence ratio, 4 h | Potency, µM (top dose mostly 46.1 µM), inactives show at the highest dose ratio change, negative = lower green/red ratio, hits mostly inhibitors | 340,000 compounds, 0.05% hits | AID 493014; active = well fitted inhibition curve with a large enough effect in the signal ratio, with a control signal flat, not every such curve was filed as active; inconclusive = small, poorly fitted or top-dose-only effect, or effect the other way, or a change in a side signal; the % refers to the signal ratio;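 also: potency is read from the fitted curve at half-maximal effect; plate controls were basal doxycycline-induced cells for no effect and cells given 10 µM MG132 for full effect; MG132 reads +100%, hits lower the ratio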
#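 Concentration-response series (up to 46 uM) were applied to TMD8 dual-reporter cells for 4 h at 37C with doxycycline. Green/red ratio, after filter-overlap correction, defined %Activity; red signal alone was normalised to basal cells and zero luminescence.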
# TCR act = activators of T cell receptors. AID 504894. primary human leukocytes, anti-CD3, IL-2 HTRF, 48 h. Potency, µM (titrated, usually from 9.22 µM), for inactives: at the top dose activation of IL-2 secretion, hits mostly activators. 330,000 tested, under 10 active; also: % of control where 0% means no effect
#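 Compounds are tested in HTS on primary human leukocytes co-incubated with a-CD3 beads for 48 hr. IL-2 output is measured by time-resolved FRET.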
# Coupling enz = coupling enzyme interference in Giardia aldolase counter-screen | coupling enzyme system counterscreen, AmpLite Red fluorescence | AID 2472 | 290,000 compounds, 0.67% hits | activity change, negative = inhibition, % at 58.2 µM, hits read low; in the data active = activity change below about -30%; also: % is scaled to controls: 0 for no effect and ±100 for the full control effect
#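 Counterscreen lacking aldolase: glyceraldehyde-3-phosphate coupling-enzyme reagent preincubated 10 min at RT with compound (at 57.5 uM final), then substrate/coupling system with AmpLite Red added; fluorescence read at 525/598 nm after 20 min RT.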
# GALK inhibitor = galactokinase (human) inhibition | Purified GALK, Kinase-Glo residual ATP luminescence | Potency, µM (series often up to 57.5 µM), for inactives: at the highest dose activity change, negative = inhibition, usual class: inhibitors | 270,000 compounds, 0.007% hits | AID 1868; also: potency is read from the fitted curve at half-maximal effect; % is scaled to controls: 0 for no effect and ±100 for the full control effect
#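 Compounds were pin-transferred into ATP buffer (35 uM final), then GALK plus galactose (5 nM, 100 uM final) was added. After 1 h at room temperature, Kinase-Glo Plus was added and luminescence read after 10 min.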
# hERG WT inh = KCNH2 (human, wildtype) channel inhibition | Q12809 | U2OS, BacMam KCNH2, thallium flux FluxOr; stronger effect = lower value | activity change, % at 1.84 µM | 340,000 compounds, 0.37% hits | AID 720551;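 active = maximum activity change below -70%; inconclusive = maximum activity change between -70% and -50%; inactive = maximum activity change above -50%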; also: % is scaled to controls: 0 for no effect and ±100 for the full control effect
#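 U2OS cells were transduced with wild-type KCNH2 virus (2.03 x 10^8 / mL) for 4 h at room temperature, then cultured overnight at 37 C. Thallium flux was read with FluxOr dye. Rate constants were normalized to DMSO controls.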
# Giardia killer = kills Giardia lamblia | activity change, % at 7.66 µM, hits read low | Giardia lamblia trophozoite viability | 340,000 compounds, 0.15% hits | AID 540267; in the data active = activity change below about -80%; inconclusive = between about -30% and that limit;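 also: parasites exposed to compound for two days anaerobically before the ATP read; % is scaled to controls: 0 for no effect and ±100 for the full control effect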
#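 Anaerobic 48 hrs incubation at 37 deg C of 100 trophozoites/well with test compounds; ATPLite 1-Step luminescence, 15-30 min RT, reports cellular ATP as viability.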
# Tb PFK block = blocks T. brucei phosphofructokinase; T. brucei PFK, ADP-Glo luminescence; Potency, µM (series often up to 57.5 µM), without a hit: top-dose activity, negative = inhibition, usual class: inhibitors; 330,000 compounds, 0.17% hits;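 also: potency is read from the fitted curve at half-maximal effect; 0% = uninhibited 1x PFK enzyme wells and -100% = no-enzyme wells; nearly all actives have a fitted effect of over 60% in size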
#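 Luminescent ADP detection (ADP-Glo, two-step: ATP depletion then ADP-to-ATP conversion for luciferase) reported PFK activity after 45 min room-temperature reaction of 1.25 nM enzyme with 0.5 mM F6P and 0.1 mM ATP at pH 8.0.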
# * marks the source's active call; other numbers are inactive results; i = inactive; ? = inconclusive; · = not tested or not shown; & = joins results of further samples; [ ] = remark or other dose. Unless noted, calls follow the shape of the dose curve; as a rule, active = well fitted curve in the direction sought with a large enough effect; inconclusive = small, poorly fitted or top-dose-only effect, or another doubt; inactive = no such curve, though single readings can be large; an effect the other way counts as inactive or inconclusive. This is a random part of the collection (roughly 1.6% active in at least one column).
SMILES,A-T KAP1 phos,TSHR antag,MLL CXXC-DNA inh,Chronic BCR inh,TCR act,Coupling enz,GALK inhibitor,hERG WT inh,Giardia killer,Tb PFK block
Cc1ccc(NC(=O)C(=O)NCC2CCCO2)cc1C (stereo not drawn),·,0.5,-8.0%,?,0.4%,3.4,4.1%,-25.2,2.7,-1.1%
Clc1cccc(Cl)c1NC1=NCCN1,·,-10.8&0.0,4.8%&10.2%,-19.2%,·,-4.1&-0.4&1.2,-2.1%,·,·,0.3%
Cc1ccccc1CN1C(=O)CSc2ccc(C(=O)N3CCOCC3)cc21,5.3%,-0.9,-1.9%,6.9%,-0.5%,-1.5,-0.6%,2.1,6.2,-1.5%
CCC(CC)Nc1ccc(C(CC(N)=O)NC(=O)c2ccccc2)cc1[N+](=O)[O-] (stereo not drawn),-14.5%,1.2,10.6%,?,-3.7%,-0.6,·,-2.5,5.8,-4.6%
COc1ccc(Cc2nnc(SCC(=O)c3ccccc3)o2)cc1,2.8%,1.2,-9.3%,-0.8%,0.0%,-2.2,1.1%,4.0,-12.7,1.9%
CC(C)OC(=O)C1C(=O)CC(C)(O)C(C(=O)OC(C)C)C1c1ccc(F)cc1 (stereo not drawn),·,-4.2,-14.0%,1.1%,·,4.3,0.5%,-4.7,-13.8,-1.9%
O=C(O)c1ccccc1COc1ccccc1Cl,2.2%,2.1,0.1%,?,-0.9%,9.1,0.4%,3.4,-3.4,27.7%
COc1ccc(NC2=NCC(=O)N2c2ccccc2)c(OC)c1,-3.7%,-9.6,2.4%,-5.3%,-9.3%,-2.7,-3.4%,1.7,-0.8,0.4%
Cc1ccc(C(=O)Cn2c(C(=O)OCCO)cc3ccccc32)cc1,10.8%,10.4,-0.2%,-6.1%,-1.6%,2.4,5.3%,1.4,-2.0,1.4%
CCCN1CCN(c2ccc([N+](=O)[O-])cc2C#N)CC1,-9.3%,3.6,4.7%,-0.6%,6.0%,0.7,-2.4%,3.9,-21.5,-5.9%
O=C1CCCN1CC(O)CS(=O)(=O)Cc1ccc(Cl)c(Cl)c1 (stereo not drawn),-13.3%,-2.9,12.1%,-2.0%,-3.7%,0.1,4.2%,-6.6,19.6,?
Cc1ccc(N(C(=O)c2snc(C(N)=O)c2N)C(C(=O)NC2CCCC2)c2ccco2)cc1 (stereo not drawn),-1.1%,9.8,7.4%,-12.0%,1.8%,-3.1,12.9%,2.6,-15.4,-19.9%
C=CCc1cc(C=O)cc(OC)c1OCc1ccc(C(=O)O)cc1,-2.9%,10.6,17.9%,-1.1%,0.4%,8.8,-1.8%,12.6,0.4,-0.7%
CC1CCCN(C(=O)CN2C(=O)NC(C)(c3ccc4ccccc4c3)C2=O)C1 (stereo not drawn),12.9%,-3.4,·,-12.1%,-4.5%,·,·,-1.5,-2.1,11.6%
CC(C)(C)NC(=O)Cn1nc(C(F)(F)F)c2c1CCCC2,-2.5%,-6.1,7.0%,?,5.8%,0.0,11.7%,13.2,-1.1,5.3%
O=C(NCc1cccnc1)C1c2ccccc2C(=O)N1Cc1ccccc1 (stereo not drawn),3.4%,13.2,3.5%,?,-4.7%,0.6,1.6%,2.8,21.3,0.1%
C=CCC[C@H](Cc1ccc(F)cc1)C(=O)O[C@H](CNC(=O)[C@@H](CC=C)CC(=O)N(CCO)Cc1ccccc1)c1ccccc1,1.6%,-27.6,·,?,-2.6%,·,·,0.3,5.8,3.6%
O=CN1CCCN(Cc2nc(-c3cccc(Cl)c3)no2)CC1,5.3%,-7.6,26.3%,?,-3.4%,3.1,-0.3%,-4.7,-13.5,6.6%
O=c1c2cc(NC(=S)NCc3ccccn3)ccc2nc2n1CCCCC2,-1.5%,-1.1,4.2%,-0.5%,2.4%,1.1,8.1%,5.6,-5.6,-5.9%
CCOc1ccc(S(=O)(=O)NCc2ccccc2)cc1C(N)=O,-0.7%,1.7,28.6%,0.2%,-17.8%,-20.1,3.5%,i,18.8,0.9%
Oc1ccc(C[C@@H]2CNCCN2CC2CCCCC2)cc1,-3.1%,2.3,·,-5.4%,-0.3%,·,·,19.3,-6.2,-17.0%
CCOC(=O)CSc1nc(N)c(C(=O)Nc2ccc(N(C)C)cc2)s1,-4.3%,-12.6,-4.1%,?,-0.7%,0.2,8.2%,-2.9,-19.0,-3.7%
CC(=O)c1csc(COc2cc(Cl)cc(Cl)c2)n1,0.0%,-4.9,-5.7%,?,7.5%,0.1,1.2%,-1.7,-4.4,1.3%
O=C(C[n+]1cc(Br)cc(Br)c1)c1ccc(Cl)cc1,-28.6%,-6.5,1.5%,3.1%,7.2%,1.8,·,3.0,-9.9,0.8%
Cc1ccc(C(=O)NNC(=O)c2ccc3ncccc3c2)cc1,4.9%,-16.1,-20.2%,-6.0%,0.8%,2.5,1.6%,0.3,1.2,2.9%

# Two entries drawn at random from the list so far, as already listed:
SMILES,A-T KAP1 phos,TSHR antag,MLL CXXC-DNA inh,Chronic BCR inh,TCR act,Coupling enz,GALK inhibitor,hERG WT inh,Giardia killer,Tb PFK block
CCCN1CCN(c2ccc([N+](=O)[O-])cc2C#N)CC1,-9.3%,3.6,4.7%,-0.6%,6.0%,0.7,-2.4%,3.9,-21.5,-5.9%
COc1ccc(Cc2nnc(SCC(=O)c3ccccc3)o2)cc1,2.8%,1.2,-9.3%,-0.8%,0.0%,-2.2,1.1%,4.0,-12.7,1.9%

# Remaining list, next part:
SMILES,A-T KAP1 phos,TSHR antag,MLL CXXC-DNA inh,Chronic BCR inh,TCR act,Coupling enz,GALK inhibitor,hERG WT inh,Giardia killer,Tb PFK block
CN(C)C(CNC(=O)c1cccc(S(=O)(=O)NCc2ccccc2)c1)c1ccccc1 (stereo not drawn),-9.1%,-5.9,·,-3.7%,-6.0%,·,·,2.1,11.8,3.1%
CCN(CC)P(=O)(c1ccccc1)c1c(C)nc2ccccn12 (stereo not drawn),-4.4%,-5.5,-1.5%,-0.4%,-2.3%,-1.9,-3.5%,4.8,-0.5,-3.5%
O=C1CCC(N2C(=O)c3ccccc3C2=O)C(=O)N1 (stereo not drawn),-0.8%,-12.2&2.6,-3.9%&-0.2%,-5.1%,-4.2%,1.5&0.8&2.4,2.8%,-0.7,-5.6,3.3%
CC(=O)Nc1ccc(N2CCN(C(=O)c3cccs3)CC2)cc1,-3.0%,-11.3,?,0.2%,1.6%,1.6,5.6%,-7.7,-2.1,4.3%
CN(C(=O)c1ccccc1C(=O)OCC(=O)Nc1ccccc1)c1ccccc1,-4.2%,9.0,·,?,-1.1%,·,·,13.8,5.8,-5.0%
Cc1ccc(OCC(=O)Nc2ccc(F)cc2)cc1C,-1.6%,-10.4,-1.8%,?,0.9%[46.1 µM],-0.2,-4.4%,16.1,5.0,1.0%
CCOC(=O)c1ccc(NC(=O)CSc2nnc(Cn3c(=O)sc4ccccc43)n2C)cc1,-1.4%,1.2,1.4%,1.9%,-8.8%[46.1 µM],2.7,-3.7%,-2.9,-1.3,2.8%
COc1ccc2cc(C)c(SCC(=O)Nc3cc(C)on3)nc2c1,3.5%,1.6,-1.8%,0.7%,-2.8%,2.4,-1.1%,4.5,0.4,-2.4%
Cc1sc(-c2ccccn2)nc1OC(=O)c1ccc(Cl)c(Cl)c1,8.0%,2.3,?,0.1%,1.1%,1.9,0.0%,-0.8,-20.6,-1.7%
CCCCCCN(C(=O)CCCN1C(=O)NC(c2ccc([N+](=O)[O-])cc2)C(C(=O)OCc2ccccc2)=C1C)C(C)C(=O)NCCCC (stereo not drawn),8.7%,-2.6,·,-21.0%,-6.5%[46.1 µM],·,·,-22.0,-3.1,1.0%
CC1CCN(CCCCOc2ccccc2[N+](=O)[O-])CC1,1.3%,-11.3,-5.5%,-5.2%,1.6%,0.2,·,7.9,11.7,2.1%
C=CCn1c(CCSCc2ccc(OC)c(C)c2)n[nH]c1=S,0.1%,0.6,22.9%,-2.7%,-4.1%,1.9,4.1%,-3.5,-7.6,-3.1%
O=C(CC(Cc1ccccc1)c1ccco1)NCc1ccco1 (stereo not drawn),2.7%,7.3,3.3%,9.9%,-2.9%,2.5,·,0.4,-17.6,0.2%
C=C(C(=O)c1ccccc1)C(CC(=O)c1ccccc1)c1ccccc1 (stereo not drawn),15.9%,4.7,-0.2%,-20.2%,-1.1%[46.1 µM],1.1,-4.4%,12.8,-3.6,0.4%
COc1cccc(C(=O)NCC(=O)N/N=C/c2ccc(OC(=O)c3cccs3)c(OC)c2)c1,-0.3%,0.7,73.3%[activator],-6.6%,9.9%[46.1 µM],-0.9,0.8%,5.5,9.5,1.2%
O=C(Cc1ccccc1)NCC(=O)N1CCCCCC1,-1.0%,-37.9,3.1%,?,4.3%,2.8,0.2%,5.8,-14.7,1.5%

# Screening data as filed in PubChem.
